D1 potentiator: potentiators of human D1 dopamine receptor; HEK293 TREx D1 cells, calcium flux, dopamine EC20 potentiation; potentiation, % at 10 µM; 360,000 tested, 0.036% active; AID 504651; in the data active = potentiation above about 30%; note: 0% is about no effect
D1 antag: human D1 dopamine receptor antagonism. P21728. HEK293 TREx D1 cells, calcium flux, dopamine EC80; hits give low values. activity change, negative = inhibition, % at 10 µM. 360,000 tested, 3.2% active; in the data active = activity change below about -30%; note: % is set by controls: 0 for no effect and ±100 for the full control effect
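Allosteric or orthosteric antagonism assessed as attenuation of the calcium response to EC80 dopamine, added 180 s after compound, in induced HEK293 Trex D1 cells loaded with no-wash calcium dye.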
D2 potentiator: D2 dopamine receptor (human) potentiation; P14416; AID 485347; 340,000 tested, 0.34% active; potentiation, % at 10 µM; HEK293 T-REx D2, calcium flux, EC20 dopamine potentiation;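 active = potentiation over 3 SD above the plate norm, cut at about 30% in these data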; note: 0% is about no effect
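Potentiation of an EC20 dopamine calcium response is measured in a force-coupled, tetracycline-inducible Hek293 Trex D2 line. Compound-only kinetic reads over 180 s flag agonists before dopamine addition.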
TRHR enhancer: allosterically enhances the human TRH receptor | 360,000 tested, 0.66% active | AID 493056 | TRHR cells, fluo-8 calcium fluorescence, EC20 TRH enhancement | enhancement, % at 2 µM; in the data active = enhancement above about 30%; note: 0% is about no effect
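TRHR-expressing cells loaded with fluo-8 calcium dye were read kinetically (ex 480/em 530) during compound addition, then stimulated with an EC20 of TRH (10 nM final). Enhancement of the Gq-mediated intracellular calcium response was scored.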
D1 agonist: agonists of human D1 dopamine receptor; P21728; HEK293 T-REx D1 cells, calcium flux, agonist mode; activation, % at 2 µM; 360,000 tested, 1% active; AID 504660; in the data active = activation above about 30%; note: 0% is about no effect
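Inducible HEK293 T-REx D1 cells, force-coupled to calcium signalling, were plated at 4000 cells/well with tetracycline and held overnight at 30 C. After no-wash calcium dye loading, compound-evoked calcium rise over 180 s flagged agonists.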
TRHR agonist: agonists of human TRH receptor; P34981; TRHR cells, calcium flux fluo-8, FDSS agonist mode; activation, % at 2 µM; 360,000 tested, 0.18% active; AID 493084; in the data active = activation above about 30%; note: 0% is about no effect
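Read-out: compound-evoked intracellular calcium rise in TRHR cells, fluo-8 dye, kinetic FDSS fluorescence at 1 s/cycle following a 10-cycle baseline. Cells cultured overnight before dye loading (30 min–1.5 h, RT).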
Anesthetic bind: candidate novel general anesthetic via apoferritin binding; Potency, µM (top dose mostly 77.5 µM), inactives show top-dose activity change, negative = displacement, usual class: inhibitors; 350,000 tested, 0.074% active; P02791; apoferritin/1-aminoanthracene competitive binding, fluorescence; note: potency is the fitted concentration of half-maximal effect; % is set by controls: 0 for no effect and ±100 for the full control effect; nearly all actives have a fitted effect of over 20% in size
Target sequence (P02791 2-175 limits assumed): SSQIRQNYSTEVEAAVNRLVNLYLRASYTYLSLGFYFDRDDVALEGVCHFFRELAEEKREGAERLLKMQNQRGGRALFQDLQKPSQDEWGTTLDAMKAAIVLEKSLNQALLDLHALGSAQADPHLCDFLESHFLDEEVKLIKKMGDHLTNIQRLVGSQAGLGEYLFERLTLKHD
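Apoferritin-based anesthetic binding model; compound displacement of fluorescent 1-AMA measured as endpoint fluorescence after 10 minutes at room temperature, scaled to free-ligand and complex controls.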
RXFP1 ag: agonists of human relaxin receptor RXFP1; Potency, µM (titrated, usually from 57.5 µM), for inactives: top-dose activation, actives largely listed as activators; HEK293T-RXFP1 cAMP TR-FRET, 30 min; response scale: percent of porcine relaxin response, buffer zero; 370,000 tested, 0.3% active; Q9HBX9; note: potency is the fitted concentration of half-maximal effect; % is set by controls: 0 for no effect and ±100 for the full control effect; nearly all actives have a fitted effect of over 60% in size; many of its hits are not listed in these tables
Target sequence (Q9HBX9 whole entry, looked up): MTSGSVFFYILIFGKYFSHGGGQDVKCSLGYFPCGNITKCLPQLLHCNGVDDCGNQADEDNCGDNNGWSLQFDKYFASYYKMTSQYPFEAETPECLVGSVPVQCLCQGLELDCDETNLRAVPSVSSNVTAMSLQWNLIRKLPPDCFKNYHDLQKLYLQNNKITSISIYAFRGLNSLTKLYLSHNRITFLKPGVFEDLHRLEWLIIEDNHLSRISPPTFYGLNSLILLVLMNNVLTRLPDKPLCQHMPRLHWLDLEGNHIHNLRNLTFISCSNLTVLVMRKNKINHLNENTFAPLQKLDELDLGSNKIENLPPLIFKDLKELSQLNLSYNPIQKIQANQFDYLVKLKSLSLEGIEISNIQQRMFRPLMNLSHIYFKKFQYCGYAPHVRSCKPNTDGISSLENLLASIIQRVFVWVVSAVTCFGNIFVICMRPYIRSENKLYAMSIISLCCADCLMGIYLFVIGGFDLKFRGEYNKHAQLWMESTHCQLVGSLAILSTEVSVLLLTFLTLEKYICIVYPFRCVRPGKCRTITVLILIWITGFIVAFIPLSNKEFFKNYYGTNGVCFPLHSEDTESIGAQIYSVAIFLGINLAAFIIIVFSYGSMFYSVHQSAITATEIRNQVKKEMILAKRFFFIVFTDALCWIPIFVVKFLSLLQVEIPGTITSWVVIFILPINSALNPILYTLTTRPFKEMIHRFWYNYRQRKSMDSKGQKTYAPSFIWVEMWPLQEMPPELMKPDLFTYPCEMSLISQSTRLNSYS
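cAMP rise read by TR-FRET after 30 min, 37C compound exposure (up to 58 uM) in RXFP1-transfected HEK293 cells with Ro 20174 present. EC50 from Hill-equation fits, with 29 nM porcine relaxin as 100% and buffer as basal.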
RXFP1 antag: blocks the human relaxin receptor RXFP1 | Q9HBX9 | HEK293-RXFP1, relaxin-stimulated cAMP HTRF, 30 min; hits give low values | activity change, negative = inhibition, % at 57.5 µM | 350,000 tested, 0.59% active;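 active = activity change of -60% or lower, but not beyond a set lower limit; inconclusive = change between -60% and -40%, or beyond the set limit; inactive = change above -40%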; note: % is set by controls: 0 for no effect and ±100 for the full control effect
An asterisk follows results filed as active; [ ] = dose if it differs, or a comment. Unless noted, calls come from the whole dose curve; as a rule, active = well fitted curve in the direction sought with a large enough effect; inconclusive = small, poorly fitted or top-dose-only effect, or another doubt; inactive = no such curve, though single readings can be large; an effect the other way counts as inactive or inconclusive. A portion of the library; the hit share may differ from the screen's.

CC(O)CNCCCOc1cccc(Oc2ccccc2)c1 (stereo not given) was read as D1 potentiator -6, D1 antag 6, D2 potentiator 2, TRHR enhancer 0, D1 agonist 9, TRHR agonist 0.4, Anesthetic bind -21%, RXFP1 ag -0.4% and RXFP1 antag -17.
Cc1cccc(NC(=O)c2ccccc2[N+](=O)[O-])n1 was read as D1 potentiator -2, D1 antag -1, D2 potentiator 7, TRHR enhancer -4, D1 agonist 4, TRHR agonist -0.5, Anesthetic bind -13%, RXFP1 ag 0.5% and RXFP1 antag -6.
For O=C1c2ccccc2C(O)(c2ncc[nH]2)N1CCc1ccccc1 (stereo not given) the results were D1 potentiator 6, D1 antag -6, D2 potentiator 3, TRHR enhancer 13, D1 agonist 2, TRHR agonist 0.6, Anesthetic bind -6%, RXFP1 ag -0.1% and RXFP1 antag 31.
`C=CCN(c1ccc(Br)cc1C(=O)OC)S(C)(=O)=O` gave D1 potentiator -4, D1 antag 22, D2 potentiator 8, TRHR enhancer -1, D1 agonist 0, TRHR agonist -0.5 and RXFP1 ag 0.5%.
For Cc1ccc(C2CC(=O)NC(SCCC(C)C)=C2C#N)cc1 (stereo not given) the results were D1 antag -5, D2 potentiator 0, TRHR enhancer -13, D1 agonist 1, TRHR agonist 0.1, Anesthetic bind inconclusive and RXFP1 ag -0.6%.
CN1C(=O)NC(NC(=O)c2ccncc2)(C(F)(F)F)C1=O (stereo not given) was read as D1 potentiator -9, D1 antag -16, D2 potentiator 1, TRHR enhancer 3, D1 agonist 1, TRHR agonist 0.2, Anesthetic bind -1%, RXFP1 ag 0.2% and RXFP1 antag -5.
Screening CCOC(=O)/C(C#N)=C/c1cccn1-c1ccc(Cl)cc1 returned D1 potentiator -2, D1 antag -2, D2 potentiator 10, TRHR enhancer 0, D1 agonist 2, TRHR agonist -1.4, Anesthetic bind -4%, RXFP1 ag 2.6% and RXFP1 antag -26.
COc1ccc(C2C(C(C)=O)=C(O)C(=O)N2c2cccnc2)cc1OC (stereo not given) was read as D1 potentiator -4, D1 antag 3, D2 potentiator -4, TRHR enhancer -4, D1 agonist 1, TRHR agonist -0.1, Anesthetic bind -15%, RXFP1 ag 3.3% and RXFP1 antag 0.
O=C(CN1CCN(c2ccc(O)cc2)CC1)Nc1ccc(-c2ccccc2)cc1 was read as D1 potentiator 1, D1 antag -15, D2 potentiator -3, TRHR enhancer 0, D1 agonist 3, TRHR agonist 0.0, Anesthetic bind 0%, RXFP1 ag -1.3% and RXFP1 antag -16.
CC(C)C(=O)NNS(=O)(=O)c1ccccc1 was read as D1 potentiator -1, D1 antag 6, D2 potentiator 13, TRHR enhancer 2, D1 agonist 3, TRHR agonist -2.3, Anesthetic bind -3%, RXFP1 ag -3.4% and RXFP1 antag -1.
C/C=C(/C)C(=O)Nc1cccc(C2=NOC3(C2)C[C@H](C(N)=O)N(C(=O)COc2ccc(Cl)cc2)C3)c1 (stereo not given in full) was read as D1 potentiator -5, D1 antag -7, D2 potentiator -9, TRHR enhancer -9, D1 agonist 5, TRHR agonist 0.1, Anesthetic bind inconclusive and RXFP1 ag 2.1%.
`COc1ccc(CN(C(=O)CSc2nnc(-c3ccc(F)cc3)o2)c2ccc(F)cc2)cc1` gave D1 potentiator 10, D1 antag -6, D2 potentiator 15, TRHR enhancer -2, D1 agonist 3, TRHR agonist 0.5, Anesthetic bind 61%[activator], RXFP1 ag 1.4% and RXFP1 antag 0.

4 records drawn at random from those above, as already listed:
Screening CCOC(=O)/C(C#N)=C/c1cccn1-c1ccc(Cl)cc1 returned D1 potentiator -2, D1 antag -2, D2 potentiator 10, TRHR enhancer 0, D1 agonist 2, TRHR agonist -1.4, Anesthetic bind -4%, RXFP1 ag 2.6% and RXFP1 antag -26.
CN1C(=O)NC(NC(=O)c2ccncc2)(C(F)(F)F)C1=O (stereo not given) was read as D1 potentiator -9, D1 antag -16, D2 potentiator 1, TRHR enhancer 3, D1 agonist 1, TRHR agonist 0.2, Anesthetic bind -1%, RXFP1 ag 0.2% and RXFP1 antag -5.
For O=C1c2ccccc2C(O)(c2ncc[nH]2)N1CCc1ccccc1 (stereo not given) the results were D1 potentiator 6, D1 antag -6, D2 potentiator 3, TRHR enhancer 13, D1 agonist 2, TRHR agonist 0.6, Anesthetic bind -6%, RXFP1 ag -0.1% and RXFP1 antag 31.
O=C(CN1CCN(c2ccc(O)cc2)CC1)Nc1ccc(-c2ccccc2)cc1 was read as D1 potentiator 1, D1 antag -15, D2 potentiator -3, TRHR enhancer 0, D1 agonist 3, TRHR agonist 0.0, Anesthetic bind 0%, RXFP1 ag -1.3% and RXFP1 antag -16.

Next structures
For Cc1ccc(S(=O)(=O)NCC2CCC(C(=O)NC3CCCCC3)CC2)cc1 (stereo not given) the results were D1 potentiator 7, D1 antag -6, D2 potentiator -1, TRHR enhancer 5, D1 agonist 1, TRHR agonist -0.4, Anesthetic bind 26%, RXFP1 ag 5.7% and RXFP1 antag 9.
`CS(=O)(=O)N1CCC(C(=O)Nc2ccc3c(c2)OCCO3)CC1` gave D1 potentiator 4, D1 antag 7, D2 potentiator 2, TRHR enhancer -2, D1 agonist 1, TRHR agonist 0.9, Anesthetic bind -1%, RXFP1 ag -0.1% and RXFP1 antag 3.
O=C(c1cc([N+](=O)[O-])ccc1N1CCCCC1)N1CCCCC1 was read as D1 potentiator -4, D1 antag -14, D2 potentiator 1, TRHR enhancer -2, D1 agonist 1, TRHR agonist -1.3, Anesthetic bind inconclusive, RXFP1 ag 0.4% and RXFP1 antag -18.
For Oc1ccc(-c2[nH]nc(-c3ccccc3)c2-c2nc3ccccc3[nH]2)cc1 the results were D1 potentiator -3, D1 antag 4, D2 potentiator -4, TRHR enhancer -3, D1 agonist 2, TRHR agonist 0.1, Anesthetic bind -17%, RXFP1 ag -0.8% and RXFP1 antag -25.
For COc1ccc(-c2cc(=O)c3cc(OC)ccc3[nH]2)cc1 the results were D1 potentiator -1, D1 antag 2, D2 potentiator 0, TRHR enhancer 1, D1 agonist -3, TRHR agonist -0.5, Anesthetic bind 10% and RXFP1 ag -0.4%.
For Cc1ccc(C(=O)c2no[n+]([O-])c2C(=O)c2ccc(C)cc2)cc1 the results were D1 potentiator -3, D1 antag -1, D2 potentiator -7, TRHR enhancer -2, D1 agonist 7, TRHR agonist 1.6, Anesthetic bind -5%, RXFP1 ag 0.0% and RXFP1 antag -9.
OCCC1CN(Cc2ccon2)CCN1Cc1ccc(F)c(F)c1 (stereo not given) was read as D1 potentiator -2, D1 antag -1, D2 potentiator 3, TRHR enhancer -4, D1 agonist -1, TRHR agonist 0.8, Anesthetic bind -1% and RXFP1 ag 0.0%.
`CCOc1cccc(-c2nnc3sc(C4CCCCC4)nn23)c1` gave D1 potentiator -7, D1 antag 21, D2 potentiator 19, TRHR enhancer -2, D1 agonist 3, TRHR agonist -0.7, Anesthetic bind 7%, RXFP1 ag 2.5% and RXFP1 antag -23.
Screening Cc1c(C(=O)N2CCCC2)sc(NC(=O)c2ccccc2)c1C#N returned D1 potentiator 3, D1 antag 14, D2 potentiator 3, TRHR enhancer 3, D1 agonist 0, TRHR agonist 2.5, Anesthetic bind -8%, RXFP1 ag 1.5% and RXFP1 antag -4.
For CCNC(=O)C(=O)c1c(-c2ccccc2)[nH]c2ccccc12 the results were D1 potentiator -4, D1 antag -13, D2 potentiator 7, TRHR enhancer -3, D1 agonist 2, TRHR agonist -0.3, Anesthetic bind -7%, RXFP1 ag -1.5% and RXFP1 antag 6.
For Cc1c(Br)ccc(NC(=O)c2ccccc2[N+](=O)[O-])c1C the results were D1 potentiator -7, D2 potentiator 0, TRHR enhancer 2, D1 agonist 1, TRHR agonist 0.4, Anesthetic bind -7%, RXFP1 ag 1.1% and RXFP1 antag 14.
`Cc1cc2cc(CN(Cc3cccs3)S(=O)(=O)c3ccc4c(c3)OCCO4)c(=O)[nH]c2cc1C` gave D1 potentiator 0, D1 antag 9, D2 potentiator -2, TRHR enhancer -4, D1 agonist 1, TRHR agonist -0.2, Anesthetic bind -11%, RXFP1 ag 15% and RXFP1 antag -14.
For Cc1ccc(COC(=O)c2cc([N+](=O)[O-])ccc2N2CCOCC2)cc1 the results were D1 potentiator -1, D1 antag -4, D2 potentiator -14, TRHR enhancer -1, D1 agonist 15, TRHR agonist 1.3, Anesthetic bind inconclusive and RXFP1 ag 0.8%.
Screening O=c1oc2ccccc2c2c1C(c1ccc(Cl)cc1)Nc1ccc3ccccc3c1-2 (stereo not given) returned D1 potentiator -2, D1 antag -64*, D2 potentiator 13, TRHR enhancer 10, D1 agonist 1, TRHR agonist -0.4, Anesthetic bind -3%, RXFP1 ag -2.0% and RXFP1 antag -16.
`COc1ccc(C)cc1NC(=O)CSc1nnc2ccc(-c3ccncc3)nn12` gave D1 potentiator -1, D1 antag 27, D2 potentiator 1, TRHR enhancer 2, D1 agonist -1, TRHR agonist -0.5, RXFP1 ag 2.6% and RXFP1 antag 7.
Screening CCN(CC)c1ccc(S(=O)(=O)N2CCOCC2)cc1NC(=O)COC(=O)COc1ccccc1C returned D1 potentiator -3, D1 antag 4, D2 potentiator -1, TRHR enhancer -3, D1 agonist 5, TRHR agonist 0.4, Anesthetic bind 78%[activator], RXFP1 ag 2.6% and RXFP1 antag 1.
`CCOC(=O)C1(CC2CCCCO2)CCN(C(=O)NCc2ccccc2)CC1` (stereo not given) gave D1 potentiator -5, D1 antag -2, D2 potentiator 4, TRHR enhancer 18, D1 agonist 1, TRHR agonist 0.0, Anesthetic bind -5%, RXFP1 ag 0.2% and RXFP1 antag 0.
`Cc1cc(C)cc(NC(=O)COC(=O)Cn2cnc3c2c(=O)n(C)c(=O)n3C)c1` gave D1 potentiator 2, D1 antag 7, D2 potentiator 4, TRHR enhancer 20, D1 agonist -1, TRHR agonist -0.3, RXFP1 ag 4.7% and RXFP1 antag 11.
Screening CSc1ccccc1C(=O)NCc1ccccc1 returned D1 potentiator -3, D1 antag -18, D2 potentiator -2, TRHR enhancer -5, D1 agonist 0, TRHR agonist -0.8, Anesthetic bind -14%, RXFP1 ag 1.7% and RXFP1 antag -2.
c1ccc2c(-c3nc(C4CCCCC4)no3)cc(-c3ccncc3)nc2c1 was read as D1 potentiator 1, D1 antag 8, TRHR enhancer -2, D1 agonist 6, TRHR agonist -1.6, Anesthetic bind -17%, RXFP1 ag 7.8% and RXFP1 antag -2.
`Cc1c(Cl)cccc1N=C(N)N=C(N)N` gave D1 potentiator 1, D1 antag 12, D2 potentiator 7, TRHR enhancer 7, D1 agonist 2, TRHR agonist 0.3, Anesthetic bind -17%, RXFP1 ag 0.4% and RXFP1 antag -4.
